From PubChem
TRPN1 ag: agonists of zebrafish TRPN1 channel; HEK293 zebrafish TRPN1-YFP, Fluo-8 calcium fluorescence; 100% = response to 87 µM carbachol; activation, % at 3 µM; hit rate 0.18% among 220,000; AID 1424;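 active = activation above its plate's cutoff, the mean activation of test wells on that plate plus 3 SD, cut at about 19% in these data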;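 also: 0% = DMSO alone and 100% = 87 µM carbachol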
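Assay system: Zebrafish TRPN1-YFP in HEK293 cells | Incubation: Dye loading 1 h at 37 °C, then 30 min room temperature | Measured by: Kinetic Fluo-8 fluorescence, ex 470-495, em 515-575 nm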
EBV gp42 inh: blocks Epstein-Barr virus glycoprotein 42 binding; Q1HVG2; Fluorescence polarization binding assay, mP read-out; inhibition, % (tested at 21.74 µM); hit rate 0.42% among 220,000; in the data active = inhibition above about 50%
Target sequence (Q1HVG2 whole entry, looked up): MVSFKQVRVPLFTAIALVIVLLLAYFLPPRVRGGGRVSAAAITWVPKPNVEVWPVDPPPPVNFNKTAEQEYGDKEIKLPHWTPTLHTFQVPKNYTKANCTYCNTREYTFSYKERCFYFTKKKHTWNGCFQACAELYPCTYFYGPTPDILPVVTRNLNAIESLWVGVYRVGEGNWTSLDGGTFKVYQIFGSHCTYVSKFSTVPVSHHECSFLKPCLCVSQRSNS
Runt-SMMHC FRET: blocks binding of human RUNX1 Runt domain to CBFb-SMMHC; inhibition, % at 20 µM; hit rate 0.74% among 220,000; Cerulean-Runt/Venus-CBFb-SMMHC FRET ratio 530/480, 1 h; AID 1434;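 active = mean inhibition across duplicate retests at 20 µM reaching about 50%, limit read from the data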;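 also: 0% = DMSO wells and 100% = wells with excess untagged CBFb-SMMHC; inhibitors lower the FRET ratio by blocking Runt binding to CBFb-SMMHC; some results filed as inactive read as strong as hits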
TNF necrop inh: TNF-alpha cell death inhibition in Jurkat FADD-/- cells | Jurkat FADD-/- TNF necroptosis rescue, ATP luminescence, 24 h; 0 = TNF only, 100 = no-TNF cells | activation (protection from cell death), % at 10 µM | hit rate 0.068% among 220,000 | AID 463075;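 active = activation, meaning protection from cell death, of at least 50% relative to plate controls; inactive = activation below 50%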;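 also: necroptosis triggered by 40 ng/mL TNF-alpha added together with compound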
Mdm2 ligase inh: Mdm2 E3 ligase (human) inhibition | cell-based MDM2 ubiquitination luciferase reporter, 2 h; 0 = plate control, 100 = twice control, blank-subtracted | signal enhancement, % at 5 µM | hit rate 0.11% among 210,000 | AID 1230;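 active = signal enhancement of 30% or more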;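 also: luminescence tracks abundance of the self-degrading MDM2-luciferase fusion protein; higher signal means inhibition of MDM2 E3 ligase activity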
Target sequence (Q00987 whole entry, looked up, the tested form may be a part): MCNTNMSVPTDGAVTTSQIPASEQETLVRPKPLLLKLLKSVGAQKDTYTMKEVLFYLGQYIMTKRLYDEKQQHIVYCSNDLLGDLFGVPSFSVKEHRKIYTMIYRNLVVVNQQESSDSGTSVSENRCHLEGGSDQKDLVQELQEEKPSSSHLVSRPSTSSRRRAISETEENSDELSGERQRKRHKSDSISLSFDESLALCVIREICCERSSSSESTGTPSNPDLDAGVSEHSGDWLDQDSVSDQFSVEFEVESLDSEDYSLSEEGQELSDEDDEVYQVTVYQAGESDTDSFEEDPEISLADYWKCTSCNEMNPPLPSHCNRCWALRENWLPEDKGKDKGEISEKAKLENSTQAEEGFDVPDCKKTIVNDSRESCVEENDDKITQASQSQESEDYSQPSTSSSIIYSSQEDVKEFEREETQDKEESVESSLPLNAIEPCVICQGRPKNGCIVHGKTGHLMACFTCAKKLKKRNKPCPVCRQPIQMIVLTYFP
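Assay system: stable mammalian line carrying autodegrading MDM2–luciferase fusion reporter; amount: 2000 cells seeded into each well; buffer or medium: DMEM; benchmarks: plate control and blank wells; signal: luciferase luminescence; timing: 2 h compound exposure at 37 °C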
CHOP inh: blocks CHOP induction under ER stress | AID 2732 | inhibition, % at 10 µM | CHO-K1 CHOP-promoter luciferase, tunicamycin-induced, 15-18 h | hit rate 3.8% among 220,000;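 active = compounds that reduced the stress-induced luciferase reporter signal by more than about 70% of percent inhibition, limit read from the data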;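 also: 0% = tunicamycin plus vehicle and 100% = wells without tunicamycin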
PPC-1+TRAIL kill: kills PPC-1 cancer cells in the presence of TRAIL. hit rate 0.41% among 220,000. cell killing (% activity), % at 4 µM. PPC-1 cells + TRAIL, ATPLite viability luminescence;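 active = cell killing above 50% in the first pass at 4 µM, then a duplicate retest at 5 µM averaging 50% or more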;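 also: plate controls were cells with TRAIL plus DMSO for no effect and medium-only wells lacking cells for full effect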
TRPML3 ag: agonists of human TRPML3 channel; AID 1448; HEK293 TRPML3-YFP, Fluo-8 calcium fluorescence; 100% = the carbachol control signal; Q8TDD5; activation, % at 3 µM; hit rate 0.29% among 220,000;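 active = activation above its plate's cutoff, the mean activation of the plate's test wells plus 3 SD, cut at about 12% in these data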;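 also: 0% = DMSO only wells and 100% = carbachol wells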
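Material: TRPML3-YFP stable HEK293 cells | Dosing: One concentration, 3 µM nominal, 0.3% DMSO | Timing: 125 s total fluorescence read per well | Technique: Fluo-8 calcium dye fluorescence, ex 470-495, em 515-575 nm | Measure: Percent activation from peak-to-basal fluorescence ratio, scaled between DMSO and carbachol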
NCF1 inh: inhibitors of human p47phox binding. P14598. p47phox/p22phox peptide binding, fluorescence polarization, 2 h. inhibition, % at 24.7 µM. hit rate 0.53% among 220,000;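 active = inhibition above about 30%, limit read from the data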;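 also: 0% = p47phox with labelled peptide and 100% = labelled peptide alone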
* marks the source's active call; other numbers are inactive results.

For c1ccc(-c2nc(-c3nccc4ccccc34)oc2-c2ccccc2)cc1 the results were TRPN1 ag 0.1, EBV gp42 inh -0.2, Runt-SMMHC FRET 18.2, TNF necrop inh 1.0, Mdm2 ligase inh -51.8, CHOP inh 18.2, PPC-1+TRAIL kill 2.9, TRPML3 ag -0.2 and NCF1 inh -12.6.
`C/C(=N\NC(=O)c1ccc(NS(=O)(=O)c2cccs2)cc1)c1ccc(C(C)(C)C)cc1` gave TRPN1 ag 0.0, EBV gp42 inh 7.4, Runt-SMMHC FRET -0.1, TNF necrop inh 7.5, Mdm2 ligase inh -7.5, CHOP inh 14.6, PPC-1+TRAIL kill 9.5, TRPML3 ag 0.7 and NCF1 inh -16.1.
Fc1ccccc1N1CCN(c2cnc3ccccc3n2)CC1 was read as TRPN1 ag 0.7, EBV gp42 inh 7.3, Runt-SMMHC FRET -1.8, TNF necrop inh -0.1, Mdm2 ligase inh -52.5, CHOP inh 23.2, PPC-1+TRAIL kill 1.0, TRPML3 ag 0.6 and NCF1 inh -2.8.
For Brc1ccc(-c2noc(CCc3ccccc3)n2)o1 the results were TRPN1 ag -0.5, EBV gp42 inh 4.4, Runt-SMMHC FRET -0.3, TNF necrop inh 7.5, Mdm2 ligase inh -4.8, CHOP inh 35.0, PPC-1+TRAIL kill 1.3, TRPML3 ag 0.4 and NCF1 inh -7.4.
`Cc1nc2cc(C(=O)OCC(=O)NC34CC5CC(CC(C5)C3)C4)ccc2n1-c1ccccc1` gave TRPN1 ag 0.4, EBV gp42 inh -41.1, Runt-SMMHC FRET 3.8, TNF necrop inh 1.5, Mdm2 ligase inh -8.1, CHOP inh 49.5, PPC-1+TRAIL kill 7.3, TRPML3 ag 0.2 and NCF1 inh -39.1.
Screening Cc1occc1C(=O)N=Nc1c(O)[nH]c2ccc(Br)cc12 returned TRPN1 ag 0.4, EBV gp42 inh -23.1, Runt-SMMHC FRET -0.5, TNF necrop inh -0.4, Mdm2 ligase inh -5.8, CHOP inh -66.0, PPC-1+TRAIL kill 2.3, TRPML3 ag 0.9 and NCF1 inh 17.9.
Nc1cc(-c2nn[nH]n2)ccc1F was read as TRPN1 ag 0.9, EBV gp42 inh -0.7, Runt-SMMHC FRET -1.8, TNF necrop inh -2.4, Mdm2 ligase inh 0.6, CHOP inh 0.6, PPC-1+TRAIL kill 7.2, TRPML3 ag 0.8 and NCF1 inh 5.3.
O=C(CCCOc1ccc(Cl)cc1Cl)NCC1CCCO1 (centres undefined) was read as TRPN1 ag 1.0, EBV gp42 inh -7.5, Runt-SMMHC FRET 9.2, TNF necrop inh -1.2, CHOP inh -6.0, PPC-1+TRAIL kill 29.0, TRPML3 ag -0.6 and NCF1 inh -0.3.
For c1ccc(-c2[nH]ncc2CN2CCc3ccccc3C2)cc1 the results were TRPN1 ag -0.7, EBV gp42 inh -7.1, Runt-SMMHC FRET -2.0, TNF necrop inh 0.0, Mdm2 ligase inh -13.0, CHOP inh 2.0, PPC-1+TRAIL kill 18.4, TRPML3 ag -0.3 and NCF1 inh -3.1.
Screening CN=C1S/C(=C\c2ccc(N3CCCC3)c(F)c2)C(=O)N1C returned TRPN1 ag -0.2, EBV gp42 inh -23.2, Runt-SMMHC FRET -78.1, TNF necrop inh -2.5, Mdm2 ligase inh -0.1, CHOP inh 14.1, PPC-1+TRAIL kill 17.9, TRPML3 ag 1.1 and NCF1 inh -71.6.

The list goes on; it opens with the 2 that closed the last part.
For c1ccc(-c2[nH]ncc2CN2CCc3ccccc3C2)cc1 the results were TRPN1 ag -0.7, EBV gp42 inh -7.1, Runt-SMMHC FRET -2.0, TNF necrop inh 0.0, Mdm2 ligase inh -13.0, CHOP inh 2.0, PPC-1+TRAIL kill 18.4, TRPML3 ag -0.3 and NCF1 inh -3.1.
Screening CN=C1S/C(=C\c2ccc(N3CCCC3)c(F)c2)C(=O)N1C returned TRPN1 ag -0.2, EBV gp42 inh -23.2, Runt-SMMHC FRET -78.1, TNF necrop inh -2.5, Mdm2 ligase inh -0.1, CHOP inh 14.1, PPC-1+TRAIL kill 17.9, TRPML3 ag 1.1 and NCF1 inh -71.6.
Screening COc1ccc(OC)c(NC(=O)CSc2nnc(CNc3ccc(C)cc3C)o2)c1 returned TRPN1 ag 0.6, EBV gp42 inh 4.9, Runt-SMMHC FRET -0.3, TNF necrop inh 0.0, Mdm2 ligase inh -1.2, CHOP inh 18.2, PPC-1+TRAIL kill 8.5, TRPML3 ag 0.1 and NCF1 inh -2.7.
For CC1CN(S(=O)(=O)c2ccc(C(=O)Nc3nnc(-c4ccco4)o3)cc2)CC(C)O1 (centres undefined) the results were TRPN1 ag 2.4, EBV gp42 inh -10.8, Runt-SMMHC FRET 2.1, TNF necrop inh 0.4, Mdm2 ligase inh -13.4, CHOP inh 4.3, PPC-1+TRAIL kill -21.7, TRPML3 ag 0.6 and NCF1 inh 2.5.
`COc1ccc(C(=O)Cn2c(C)nc([N+](=O)[O-])c2Br)cc1` gave TRPN1 ag 2.2, EBV gp42 inh -20.3, Runt-SMMHC FRET -1.7, TNF necrop inh -18.3, Mdm2 ligase inh -76.2, CHOP inh -155.7, PPC-1+TRAIL kill 14.1, TRPML3 ag 1.5 and NCF1 inh -31.8.
`CCOC(=O)C(C(=O)NCC1CCCO1)C1CCCCC1` (centres undefined) gave TRPN1 ag -1.7, EBV gp42 inh -15.7, Runt-SMMHC FRET 0.2, TNF necrop inh -0.2, Mdm2 ligase inh 0.1, CHOP inh 17.9, PPC-1+TRAIL kill 14.8, TRPML3 ag 0.1 and NCF1 inh 2.5.
`CCCCNC(=O)NC1C(NC(=O)NCCCC)N(C)C(=O)N1C` (centres undefined) gave TRPN1 ag 1.4, EBV gp42 inh 1.3, Runt-SMMHC FRET 4.0, TNF necrop inh -2.1, Mdm2 ligase inh -9.3, CHOP inh -3.3, PPC-1+TRAIL kill 7.2, TRPML3 ag 0.6 and NCF1 inh 0.2.
O=c1c(-c2ccc(Br)cc2)coc2c(CN3CCOCC3)c(O)ccc12 was read as TRPN1 ag -0.8, EBV gp42 inh -8.9, Runt-SMMHC FRET 0.5, TNF necrop inh -0.9, Mdm2 ligase inh -3.6, CHOP inh 27.1, PPC-1+TRAIL kill 37.2, TRPML3 ag 1.1 and NCF1 inh -5.4.
Cc1cc(C)c(C)c(OCCOCCN2CCOCC2)c1 was read as TRPN1 ag 0.4, EBV gp42 inh -20.5, Runt-SMMHC FRET 1.7, TNF necrop inh 1.3, Mdm2 ligase inh 0.3, CHOP inh -8.3, PPC-1+TRAIL kill 4.9, TRPML3 ag 0.0 and NCF1 inh -8.4.
For COc1ccccc1OCc1nnc(SCC(=O)NCc2ccco2)n1Cc1ccco1 the results were TRPN1 ag -1.1, EBV gp42 inh 40.4, Runt-SMMHC FRET 7.9, TNF necrop inh -3.9, Mdm2 ligase inh 0.9, CHOP inh 35.9, PPC-1+TRAIL kill -8.0, TRPML3 ag -0.4 and NCF1 inh -20.6.
For COC(=O)CSc1nc(N)c(C#N)c(-c2ccco2)c1C#N the results were TRPN1 ag 0.8, EBV gp42 inh 0.6, Runt-SMMHC FRET -14.7, TNF necrop inh -3.3, Mdm2 ligase inh -10.2, CHOP inh -27.0, PPC-1+TRAIL kill -8.2, TRPML3 ag -0.2 and NCF1 inh -20.8.
`O=C(O)c1ccccc1CSc1ncccc1C(=O)O` gave TRPN1 ag 0.1, EBV gp42 inh -4.9, Runt-SMMHC FRET 4.3, TNF necrop inh -0.7, Mdm2 ligase inh 0.3, CHOP inh 10.2, PPC-1+TRAIL kill 9.3, TRPML3 ag 0.7 and NCF1 inh -0.8.
`CC(=O)OCC1OC(n2ncc(=O)n(Cc3ccccc3)c2=O)C(OC(C)=O)C1OC(C)=O` (centres undefined) gave TRPN1 ag 1.9, EBV gp42 inh -5.8, Runt-SMMHC FRET 1.0, TNF necrop inh 0.4, Mdm2 ligase inh -8.3, CHOP inh 8.5, PPC-1+TRAIL kill -9.4, TRPML3 ag 1.1 and NCF1 inh 0.9.
`O=C(Oc1ccccc1)c1cccc(N2C(=O)CCC2=O)c1` gave TRPN1 ag 0.7, EBV gp42 inh 3.3, Runt-SMMHC FRET -2.3, TNF necrop inh 1.0, Mdm2 ligase inh -12.1, CHOP inh 4.1, PPC-1+TRAIL kill 10.8, TRPML3 ag 0.6 and NCF1 inh 17.4.
`O=C(CN(C(=O)CCC(=O)Nc1nccs1)c1ccc(F)cc1)NCC1CCCO1` (centres undefined) gave TRPN1 ag 1.7, EBV gp42 inh -2.4, Runt-SMMHC FRET -7.4, TNF necrop inh -1.7, Mdm2 ligase inh -32.7, CHOP inh 23.8, PPC-1+TRAIL kill 3.0, TRPML3 ag 0.1 and NCF1 inh -10.2.
CC1(C)CC(=O)c2sc(NS(=O)(=O)c3ccc(F)cc3)nc2C1 was read as TRPN1 ag 0.9, EBV gp42 inh -5.5, Runt-SMMHC FRET -2.6, TNF necrop inh 0.2, Mdm2 ligase inh -15.7, CHOP inh -5.0, PPC-1+TRAIL kill -10.6, TRPML3 ag 1.0 and NCF1 inh -1.7.
Cc1ccc(C(=O)NCCc2ccncc2)cc1 was read as TRPN1 ag 0.2, EBV gp42 inh -14.9, Runt-SMMHC FRET -1.6, TNF necrop inh -1.0, Mdm2 ligase inh -19.7, CHOP inh -26.9, PPC-1+TRAIL kill 22.8, TRPML3 ag 0.0 and NCF1 inh -3.3.
For COc1cccc(NC(=O)CC2(CC(=O)O)CCCC2)c1 the results were TRPN1 ag 0.8, EBV gp42 inh -10.1, Runt-SMMHC FRET 3.1, TNF necrop inh -13.2, Mdm2 ligase inh -21.8, CHOP inh -1.8, PPC-1+TRAIL kill 22.7, TRPML3 ag 0.6 and NCF1 inh 3.1.
`COC(=O)C1=C(C(=O)OC)N2C=CC=CC2(C)C(C(=O)OC)=C1C(=O)OC` (centres undefined) gave TRPN1 ag 0.9, EBV gp42 inh -21.0, Runt-SMMHC FRET 2.5, TNF necrop inh 1.2, Mdm2 ligase inh 4.0, CHOP inh -9.1, PPC-1+TRAIL kill 3.3, TRPML3 ag -0.4 and NCF1 inh -12.7.
`O=[N+]([O-])c1ccc2c(c1)nc1n2CCN(C2CCCCC2)C1` gave TRPN1 ag -0.6, EBV gp42 inh -4.5, Runt-SMMHC FRET -0.8, TNF necrop inh 1.4, CHOP inh -12.8, PPC-1+TRAIL kill -10.8, TRPML3 ag 0.7 and NCF1 inh -6.8.
For COC(=O)c1c(N2C(=O)[C@H]3[C@@H](C2=O)[C@]2(C(=O)Nc4c(C)cc(C)cc42)N2CCC[C@@H]32)sc(C)c1C the results were TRPN1 ag 1.3, EBV gp42 inh 2.6, Runt-SMMHC FRET -11.0, TNF necrop inh 0.5, Mdm2 ligase inh -1.2, CHOP inh 10.9, TRPML3 ag 0.9 and NCF1 inh -20.6.
